Bioassay records: PubChem, several laboratories
Runt-CBFb FRET: inhibitors of RUNX1 Runt–CBFb binding, primary screen, biochemical, FRET, Cerulean-Runt, Venus-CBFb, uHTS. AID 1496, 2009. Runt-related transcription factor 1 (Homo sapiens) + Core-binding factor subunit beta …. inhibition, % at 20 µM. 0.46% of 220,000 active. Cerulean-Runt/Venus-CBFb FRET ratio 530/480, 1 h;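 active means inhibition over about 50% at 20 µM in the single-dose screen, limit read from the data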;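 further: 0% = DMSO wells and 100% = excess unlabeled CBFb competitor control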
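Measured by: fluorescence energy transfer, 422 nm excitation, 530/480 nm emission; test system: Cerulean-tagged RUNX1 Runt domain (FRET donor) fusion protein; buffer or medium: Tris pH 7.5 buffer with BSA; compound: one dose, 20 µM compound, 1% DMSO; times: two 1 h room-temperature incubations shielded from light; benchmarks: unlabeled CBFb 5 µM, positive control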
RBBP9 inh: human RBBP9 inhibitors, primary screen, biochemical, fluorescence polarization, FP-Rh probe, HTS; Serine hydrolase RBBP9 (Homo sapiens), O75884; recombinant RBBP9; inhibition, % at 7.94 µM; 0.2% of 220,000 active; AID 1515, 2009;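 active means inhibition above the campaign mean of all tested compounds plus 3 SD, cut at about 14% in these data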;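 further: plate controls were DMSO wells with RBBP9 for no effect and wells lacking RBBP9 protein for full effect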
Target sequence (O75884 whole entry, looked up): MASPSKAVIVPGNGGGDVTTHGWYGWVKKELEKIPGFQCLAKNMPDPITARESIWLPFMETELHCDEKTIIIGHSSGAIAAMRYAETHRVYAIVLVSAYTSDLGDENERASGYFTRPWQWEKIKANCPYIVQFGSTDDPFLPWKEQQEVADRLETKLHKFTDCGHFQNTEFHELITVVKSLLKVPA
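Assay system: recombinant human RBBP9; Reagent: Serine-hydrolase probe FP-Rh, 375 nM pre-mixing; Doses: 7.94 µM single dose, 0.794% DMSO; Incubation: 30 min then 45 min, 25 °C; Detection: fluorescence polarization (mP), excitation 525 nm, emission 598 nm; Evaluation: percent inhibition from mP, scaled between DMSO and no-protein wells.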
PERK inh: block of dimerizer-induced PERK translation repression, primary screen, PERK inhibitor project, CHO PERK-DD cells, SEAP luminescence, HTS; Eukaryotic translation initiation factor 2-alpha kinase 3 (Homo sapiens), Q9NZJ5; CHO PERK-DD fusion, SEAP luminescence translation reporter; inhibition, % at 5.6 µM; 0.17% of 220,000 active;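 active means inhibition above the mean inhibition of all tested compounds plus 3 SD, set separately per screening campaign, cut at about 2.9% in these data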;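 further: PERK kinase domain activated by AP20187 dimerizer at 100 nM; 0% = DMSO with dimerizer and 100% = rapamycin at 8.4 µM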
Runt-SMMHC FRET: inhibitors of RUNX1 Runt–CBFb-SMMHC binding, primary screen, biochemical, FRET, Cerulean-Runt, Venus-CBFb-SMMHC, uHTS; 0.74% of 220,000 active; AID 1434, 2008; Runt-related transcription factor 1 (Homo sapiens) + Core-binding factor subunit beta …; Cerulean-Runt/Venus-CBFb-SMMHC FRET ratio 530/480, 1 h; inhibition, % at 20 µM;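 active means mean inhibition across duplicate retests at 20 µM reaching about 50%, limit read from the data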;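 further: 0% = DMSO wells and 100% = wells with excess untagged CBFb-SMMHC; inhibitors lower the FRET ratio by blocking Runt binding to CBFb-SMMHC; some results filed as inactive read as strong as hits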
TNF death inh: inhibitors of TNF-alpha triggered necroptosis, primary screen, cell-based, Jurkat FADD-/-, single concentration | Jurkat FADD-/- TNF necroptosis rescue, ATP luminescence, 24 h; 0 = TNF only, 100 = no-TNF cells | activation (protection from cell death), % at 10 µM | 0.068% of 220,000 active | AID 463075, 2010;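 active means activation, meaning protection from cell death, of at least 50% relative to plate controls; inactive means activation below 50%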;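 further: necroptosis triggered by 40 ng/mL TNF-alpha added together with compound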
EP2 modulator: EP2 receptor modulators, cAMP readout, primary screen, cell-based, HTRF cAMP, PGE2 stimulation; EP2-expressing cells, cAMP HTRF FRET, PGE2 co-stimulation; 0.83% of 260,000 active; AID 940, 2007; induction, % at 25 µM; Prostaglandin E2 receptor EP2 subtype (Homo sapiens), P43116;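 active means compounds whose cAMP rise, as percent of the full-agonist control response, exceeds 60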;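 further: rat C6 glioma line stably carrying human EP2 under a CMV promoter; the protocol text gives 20 µM as final concentration; 100% = response of wells given 1 µM PGE2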
Target sequence (P43116 whole entry, looked up): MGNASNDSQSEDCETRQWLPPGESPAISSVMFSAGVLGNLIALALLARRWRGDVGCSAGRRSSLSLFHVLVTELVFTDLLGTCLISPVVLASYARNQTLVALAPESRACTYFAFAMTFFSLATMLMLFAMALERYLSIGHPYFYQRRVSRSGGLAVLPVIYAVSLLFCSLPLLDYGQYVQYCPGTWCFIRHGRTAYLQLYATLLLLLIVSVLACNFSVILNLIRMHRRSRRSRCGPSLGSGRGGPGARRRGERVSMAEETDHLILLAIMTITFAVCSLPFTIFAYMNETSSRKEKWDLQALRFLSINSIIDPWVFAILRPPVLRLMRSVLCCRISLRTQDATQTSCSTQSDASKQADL
L929 necroptosis: inhibitors of zVAD-triggered necroptosis, primary screen, L929 cells; viability rescue, % at 10 µM; AID 1377, 2008; L929 zVAD necroptosis rescue, ATP luminescence, 24 h; with zVAD 60 µM; 0.38% of 220,000 active;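 active means activation, scaled between plate controls, above about 75%, limit read from the data; inactive means activation under that limit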;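 further: 0% = zVAD with DMSO and 100% = DMSO alone without zVAD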
PGE2 EP2 inh: human EP2 receptor antagonists, primary screen, TR-FRET cAMP, C6 glioma cells. 0.52% of 260,000 active. Prostaglandin E2 receptor EP2 subtype (Homo sapiens), P43116. C6 glioma cells expressing human EP2; cells stimulated with saturating PGE2. inhibition, % at 25 µM;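 active means percent inhibition above 40 after rounding to a whole number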;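 further: rat C6 glioma host cells with rolipram phosphodiesterase inhibitor present; the protocol text gives 20 µM as final concentration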
Hck-Nef inh: inhibitors of Nef-activated human Hck kinase, primary screen, biochemical, Z-Lyte FRET, 384-well, Hck-YEEI; 0.68% of 220,000 active; AID 463187, 2010; inhibition, % at 20 µM; Recombinant Hck-YEEI plus Nef, Z-Lyte FRET kinase assay;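 active means Hck-Nef kinase inhibition above about 50%, limit read from the data; inactive means inhibition below that limit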;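 further: 0% = DMSO with Hck plus Nef and 100% = Hck alone without Nef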
Target sequence (P08631 whole entry, looked up): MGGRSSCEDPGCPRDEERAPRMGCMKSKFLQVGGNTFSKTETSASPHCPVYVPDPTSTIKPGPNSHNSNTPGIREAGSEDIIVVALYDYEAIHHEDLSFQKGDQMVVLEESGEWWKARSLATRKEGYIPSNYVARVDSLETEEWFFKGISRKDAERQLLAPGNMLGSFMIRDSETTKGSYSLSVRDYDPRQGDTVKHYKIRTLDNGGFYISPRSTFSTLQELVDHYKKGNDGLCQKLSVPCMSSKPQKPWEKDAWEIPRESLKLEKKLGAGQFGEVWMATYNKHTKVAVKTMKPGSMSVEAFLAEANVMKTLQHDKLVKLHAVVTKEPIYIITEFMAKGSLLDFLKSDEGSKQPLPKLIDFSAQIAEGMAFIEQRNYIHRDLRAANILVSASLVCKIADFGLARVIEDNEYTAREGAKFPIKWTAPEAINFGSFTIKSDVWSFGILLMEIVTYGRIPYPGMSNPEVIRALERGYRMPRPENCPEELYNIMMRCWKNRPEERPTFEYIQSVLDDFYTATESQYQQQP
Active calls of the source: *; x = no result given; & = joins results of further samples.

SMILES | Runt-CBFb FRET | RBBP9 inh | PERK inh | Runt-SMMHC FRET | TNF death inh | EP2 modulator | L929 necroptosis | PGE2 EP2 inh | Hck-Nef inh
Cc1ccccc1C1NC(=S)NC2=C1C(=O)CCC2 (stereo not given) | 3 | -2 | 2.1 | 2 | -0.7 | 23 | 0.5 | 4 | 0
Cc1ccc(O)c(-c2cc(C(=O)Nc3ccc(S(=O)(=O)Nc4nccc(C)n4)cc3)[nH]n2)c1 | -2 | -1 | 1.2 | -2 | 0.5 | 6 | 1.0 | 5 | 25
C=CCSc1nc2c(cc1C#N)CCC2 | 2 | 1 | 0.3 | -5 | -1.2 | 19 | 0.7 | 9 | 1
Cc1cc(C)cc(NC(=O)C2CCN(c3nc(C)cc(C)n3)CC2)c1 | -3 | -1 | 0.7 | 2 | 1.7 | 28&6 | 0.6 | 3&16 | -1
CC(C)c1nn2c(=O)cc(O)nc2s1 | 1 | -9 | 0.2 | 2 | 1.2 | 20 | 1.7 | 13 | 0
O=C1CC(c2ccc(F)cc2)CC(O)=C1C=NCCN1CCNCC1 (stereo not given) | x | -2 | 1.4 | x | -0.3 | 13 | 0.0 | 8 | 16
Cc1cccc(N(C(=O)c2snc(C(N)=O)c2N)C(C(=O)NCC2CCCO2)c2cccs2)c1 (stereo not given) | -1 | -4 | -1.6 | 5 | 0.3 | 15 | 1.1 | 9 | 23
COc1ccc(C2(C(=O)NCCCN(C)C)CCOCC2)cc1 | -1 | 1 | 2.3 | -1 | 0.7 | -7 | 0.3 | 6 | 22
N#CC1=C(N)OC2=C(CC/C2=C\c2ccccc2Cl)C1c1ccccc1Cl (stereo not given) | 10 | -6 | 0.3 | -18 | 1.7 | 17 | -0.1 | 3 | 4
CC(=O)Nc1ccc(-c2ccc3nnc(C)n3n2)cc1 | -2 | -5 | 0.6 | 2 | 1.6 | 17 | 1.3 | 12 | 22
CS(=O)(=O)NCCSCc1ccc(Cl)cc1 | 2 | 6 | 0.7 | 3 | 1.8 | -9 | 2.1 | 6 | 1
CCOC(=O)/C(=N\Nc1cc(Cl)ccc1Cl)N1CCOCC1 | -3 | 2 | 0.1 | -7 | 0.8 | 52 | 1.3 | 7 | 19
O=C(COC(=O)/C=C/c1cccc(F)c1)Nc1ccccc1-c1ccccc1 | -2 | 0 | 1.9 | 2 | 0.8 | -5 | -0.5 | 4 | 4
O=C(N/N=C1\C2CN3CCN(C2)CC1(c1ccccc1)C3)Nc1ccccc1 | -2 | -10 | -0.3 | 0 | -1.0 | -2 | -1.1 | -1 | 4
O=C(/C=C/c1ccco1)NC1CCCC1 | 6 | -2 | 1.2 | -2 | -1.1 | 11 | 1.8 | 12 | 29

Two compounds from above with just L929 necroptosis:
SMILES | L929 necroptosis
CC(C)c1nn2c(=O)cc(O)nc2s1 | 1.7
C=CCSc1nc2c(cc1C#N)CCC2 | 0.7

(more compounds)
SMILES | Runt-CBFb FRET | RBBP9 inh | PERK inh | Runt-SMMHC FRET | TNF death inh | EP2 modulator | L929 necroptosis | PGE2 EP2 inh | Hck-Nef inh
Cc1cc(Cl)c(S(=O)(=O)Nc2cc(S(=O)(=O)N3CCOCC3)ccc2F)cc1OCC(N)=O | -2 | -5 | -0.8 | 2 | 1.1 | 10 | 0.6 | 2 | 13
Cc1nc(-c2ccccn2)nc(SCC(=O)N2CCOCC2)c1Cl | 14 | -4 | -2.1 | 1 | 1.4 | -33 | 0.0 | 5 | -18
O=C(Cc1ccc(Cl)cc1)Nc1ccc(-c2cc3ccccc3oc2=O)c(Cl)c1 | 0 | -20 | -0.3 | -1 | -3.5 | 9 | 2.5 | 5 | 4
CC1=NN(c2ccccc2)C(=O)/C1=C/C=C/c1ccc(N(C)C)cc1 | -4 | -4 | 0.8 | -4 | -15 | -3 | -1.9 | 13 | 17
COCCN(C(=O)Cn1nnc2ccccc21)C(C(=O)NC1CCCC1)c1cc(OC)ccc1OC (stereo not given) | -1 | -4 | -1.0 | -4 | -0.9 | 7 | -0.1 | -10 | 1
CCc1cc(C(=O)NNC(=S)NCc2ccccc2)cs1 | -4 | -6 | 0.2 | 4 | -0.8 | -12 | 0.4 | 8 | 0
Cc1ccc2c(c1)S/C(=C/c1ccc[n+](CCO)c1)N2C | x | -7 | 1.4 | -9 | -1.7 | 28 | 0.5 | 14 | -11
COc1ccc(CN(CC2CCCO2)C(=O)c2cc3sccc3n2C)c(OC)c1 (stereo not given) | -2 | -1 | -0.1 | -1 | 0.0 | 8 | 1.3 | 4 | 22
CC12CCC(C(=O)NCc3ccc(Cl)cc3)(OC1=O)C2(C)C (stereo not given) | 1 | -6 | -1.9 | -2 | 0.9 | -5 | 0.7 | 1 | -2
Cc1nc2ccccc2c(=O)n1/N=C/c1ccc(O)cc1O | 6 | -5 | 0.4 | 1 | -1.4 | 25 | 9.9 | 16 | -16
COc1ccc(C(=O)N(Cc2ccco2)Cc2cccs2)c(O)c1 | 2 | -9 | -0.4 | 2 | -0.7 | 13 | -0.3 | 6 | -1
O=C(Nc1ccc(O)c2c(=O)cc(-c3cccc(Cl)c3)oc12)c1cccc(Cl)c1 | 1 | x | x | -4 | 2.1 | 0 | 1.4 | 6 | 25
N#CC1=C(N)Nc2ncnn2C1c1ccc([N+](=O)[O-])cc1 (stereo not given) | 12 | 5 | 0.5 | 0 | -0.2 | 1 | -0.5 | 3 | 28
C=CCN(c1ccccc1)S(=O)(=O)c1ccc2c(c1)oc(=O)n2C | 3 | -6 | 0.8 | 1 | 0.2 | 8 | 0.4 | 11 | 1
Fc1ccc(CSc2nncn2NC/C=C/c2ccccc2)cc1 | -1 | 1 | 0.2 | 5 | 11 | -32 | 0.2 | 10 | 1
COc1ccccc1N1CCN(C(c2cc3ccc(C)cc3[nH]c2=O)c2nnnn2C2CCCC2)CC1 (stereo not given) | 14 | -8 | -0.1 | 4 | 1.0 | 12 | 6.5 | 1 | 0
CCSc1nnc(N(CCC#N)CCC#N)s1 | -3 | -13 | 0.8 | 3 | -0.5 | 14 | 1.2 | 12 | 1
CC(C)(C)NC(=O)C(c1ccncc1)N(C(=O)c1csnn1)C1CC1 (stereo not given) | 2 | -6 | 1.2 | 1 | 0.5 | -1 | 0.6 | 5 | 1
O=C(CSc1nnc(-c2c[nH]c3ccccc23)o1)c1ccc(-c2ccccc2)cc1 | 1 | -7 | 0.4 | 0 | 2.1 | -10 | 0.9 | 7 | 9
COc1ccc(C2c3c(oc4ccccc4c3=O)C(=O)N2c2ccc(C)cn2)cc1OC (stereo not given) | -4 | 9 | -0.1 | 0 | -4.3 | 23 | -0.6 | 3 | 20
Nc1nc(-c2ccco2)nn1C(=O)c1cccnc1 | -1 | 2 | 0.8 | 0 | 2.2 | -15 | 1.3 | 2 | -1
CCOc1nc2ccccc2nc1C | 0 | -8 | 0.3 | 5 | -0.5 | 16 | 0.1 | 11 | 0
O=C(CN1CCN(CC(=O)Nc2ccc(OCc3ccccc3)cc2)CC1)Nc1ccc(F)cc1 | x | 1 | 0.4 | x | -1.7 | x | 0.4 | 9 | 2
Cc1cc(N2CCCC2)nc(SCC(=O)c2ccccc2)n1 | -2 | -9 | -0.2 | -3 | -0.1 | -1 | -0.9 | 6 | -8
OC(CNC1CCCC1)COCCOc1ccc(Br)cc1 (stereo not given) | 2 | 2 | 0.6 | 2 | 1.2 | -16 | -1.0 | 6 | 31
C#CCCOC(=O)N1C2=NC(C(=O)OC)=C(C(=O)OC)[C@@H]3N(Cc4ccccc4)c4ccccc4[C@]23C[C@H]1C(=O)OC | -3 | x | x | -2 | -3.9 | 8 | -0.6 | 20 | 26
O=C(CCCOc1ccccc1)Nc1ncccn1 | -2 | -11 | 0.1 | -6 | -0.7 | 6 | -0.1 | 8 | -3
CCN(CC)S(=O)(=O)c1ccc(N2CCOCC2)c(NC(=O)CC23CC4CC(CC(Br)(C4)C2)C3)c1 | -1 | 0 | -0.3 | 2 | 3.3 | -13 | 1.1 | 12 | 5
O=C(NCCN1CCOCC1)c1sc2ccccc2c1Cl | 1 | -2 | 0.6 | 3 | 0.1 | -26 | 11 | 9 | 25
O=C(CCC(=O)OCC(=O)c1ccc(-c2ccccc2)cc1)Nc1cccc(Cl)c1 | 0 | 7 | 1.2 | 6 | -4.8 | 9 | 0.0 | 7 | 2
CCOC(=O)NC(=O)CSc1nc(-c2ccc(C)c(C)c2)cn1-c1ccccc1 | -2 | -5 | -0.3 | 0 | 1.3 | -21 | 4.1 | 7 | 4
CCOC(=O)N1CCC(NC(=O)C2CCCN(c3nc4ccccc4o3)C2)CC1 (stereo not given) | 2 | -4 | -0.2 | 0 | -1.3 | -7 | 1.8 | 4 | 0
N#C/C(=C(/O)COC(=O)CSc1ccc(Cl)cc1)c1nc2ccccc2[nH]1 | 6 | -9 | 0.5 | 6 | 7.6 | -8 | 59 | 11 | 3
Cc1ccccc1C(=O)NC1CCN(Cc2nnnn2C(C)(C)C)CC1 | 0 | -10 | -0.3 | 2 | 0.1 | 17 | 1.1 | 11 | 19
CC(=O)OCc1nc2sc3c(c2c(=O)[nH]1)CCCC3 | 1 | 2 | -0.5 | 0 | -2.3 | 28 | -1.0 | 9 | 5
CCOC(=O)Cn1c(C(=O)OCC)cc2sccc21 | 0 | -2 | 1.1 | -1 | 0.5 | 19&48 | 1.0 | 3&14 | -3
C=CCN1C(=O)CS/C1=N/c1nccs1 | -1 | -6 | -0.1 | 2 | 2.4 | 21 | -0.4 | 6 | 0
Cc1cc(C)c2c(N)c(C(=O)C(C)(C)C)sc2n1 | 93* | 1 | 0.1 | 92* | 1.9 | -1 | 0.7 | 8 | -5
CCN1C(=O)C(O)(CC(=O)/C=C/C=C/c2ccccc2)c2ccccc21 (stereo not given) | 6 | -8 | 0.7 | 2 | -3.2 | -31 | 0.1 | x | 1
CN(C)CCNc1nc2c(c(=O)[nH]c(=O)n2C)n1CC(O)COc1ccc(Cl)cc1 (stereo not given) | 0 | -9 | 0.2 | 4 | -0.2 | 5 | -0.3 | 4 | 1

An excerpt (hit frequency here may not be typical).
